High-throughput results deposited in PubChem by several laboratories.
PKA inh – PKA (human) kinase inhibition | PKA Kemptide phosphorylation, Kinase-Glo ATP luminescence | AID 524 | 65,000 compounds, 0.1% hits | P17612 | inhibition, % at 6 µM;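 active means inhibition above the screen-wide mean inhibition plus 3 SD, cut at about 21% in these data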; further: many of its hits are not listed in these tables
JNK3 blocker – blocks human JNK3 kinase activity; P53779; purified JNK3 kinase activity, HTS; inhibition, % at 8 µM; 60,000 compounds, 0.61% hits; in the data active means inhibition above about 17%;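 further: 0% = DMSO and 100% = reference inhibitor; many of its hits are not listed in these tables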
Target sequence (P53779 whole entry, looked up): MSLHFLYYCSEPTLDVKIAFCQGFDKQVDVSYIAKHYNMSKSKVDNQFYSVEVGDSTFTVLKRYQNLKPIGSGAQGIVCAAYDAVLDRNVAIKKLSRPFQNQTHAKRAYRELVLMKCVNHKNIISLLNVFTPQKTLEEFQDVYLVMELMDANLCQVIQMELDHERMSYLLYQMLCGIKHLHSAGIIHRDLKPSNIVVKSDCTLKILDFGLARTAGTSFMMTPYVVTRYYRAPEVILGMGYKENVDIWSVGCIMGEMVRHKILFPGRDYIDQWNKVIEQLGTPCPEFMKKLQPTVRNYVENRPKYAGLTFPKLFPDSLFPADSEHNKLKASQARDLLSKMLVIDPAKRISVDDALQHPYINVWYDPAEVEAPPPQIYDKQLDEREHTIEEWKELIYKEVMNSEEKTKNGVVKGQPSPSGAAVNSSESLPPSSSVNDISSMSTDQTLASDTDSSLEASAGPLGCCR
ROCK2 inh – blocks human Rho kinase 2 activity; O75116; purified ROCK2, Kinase-Glo ATP depletion luminescence; inhibition, % at 6 µM; 60,000 compounds, 0.35% hits; AID 604;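 active means inhibition above the screen-wide mean inhibition plus 3 SD, cut at about 18% in these data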;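 further: plate controls were DMSO wells for no effect and Y-27632 control wells after no-enzyme background subtraction for full effect; many of its hits are not listed in these tables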
tolC growth inh – blocks growth of E. coli BW25113 tolC mutant. growth inhibition, % at 10 µM (by protocol). OD615. 65,000 compounds, 2.2% hits;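 active means growth inhibition at or above a cutoff equal to the mean over every tested compound plus 3 SD, cut at about 60% in these data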;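 further: growth measured after 20 h incubation at 37 °C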
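Test system: tolC-deleted E. coli BW25113; medium: LB with kanamycin 50 µg/mL; compound: single-point testing at 10 µM; incubation: 20 h compound exposure of bacteria at 37 °C; signal: OD at 615 nm; evaluation: growth inhibition in percent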
HEK293 NFkB inh – lowers PMA/ionomycin-induced NF-kB signal in HEK293 cells | 62,000 compounds, 0.21% hits | HEK-293 NF-kB luciferase reporter, luminescence | inhibition, % at 3 µM;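 active means inhibition above the mean of all tested compounds plus 3 SD, cut at about 40% in these data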;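 further: 0% = stimulated DMSO wells and 100% = 10 µM reference inhibitor 5653914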
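System – HEK-293 cells with stable firefly luciferase reporter driven by four HIV NF-kB elements · Doses – one dose, 3 µM · Schedule – 1 h compound pre-incubation, 16 h PMA/ionomycin at 37 °C · Technique – luminescence from luciferase substrate reagent · Measure – percent inhibition normalized per plate to DMSO and reference-inhibitor controls · Replicates – tested once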
A340 absorber – compound absorbs light at 340 nm; compound absorbance at 340 nm, fold over control; fold change at 10 µM; 65,000 tested, under 10 active;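 active means at 10 µM dose, initial 340 nm absorbance at least 2 fold that of control wells; inactive means change under 2 fold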;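 further: initial absorbance extrapolated from kinetic A340 decline of NADH oxidation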
Autofluor 339 – intrinsic fluorescence of library compounds, ex339/em460 – biochemical, MLSMR library, data from DPM-DC assay, artefact control, profiling panel | fluorescence fold increase at 10 µM | compound autofluorescence, ex339/em460 nm, NADH buffer; hits give high values; 1 = no-compound wells, NADH background | 65,000 compounds, 5.5% hits;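 active means at 10 µM, mean starting fluorescence two-fold or more over control wells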;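 further: signal is the first read of a kinetic run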
NADH coupling – inhibitors of enzymes used to reach an NAD/NADH endpoint. coupled PK/LDH NADH assays, four targets. IC50, µM (series often up to 10 µM), without a hit: at the top dose inhibition. 65,000 compounds, 0.02% hits;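 active means single-dose screening hits from any of four coupled enzyme assays that gave an IC50 when retested across doses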;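 further: the DPM-DC format reads NADH fluorescence rather than 340 nm absorbance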
MMP13 inh – inhibitors of human MMP13; P45452; MMP-13 fTHP FRET cleavage, Mca fluorescence; inhibition, % at 4 µM; 65,000 compounds, 0.07% hits;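 active means inhibition above the mean of compound-free control plate wells plus 3 SD, cut at about 14% in these data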;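 further: 0% = DMSO wells and 100% = wells with reference MMP-13 inhibitor after basal subtraction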
The depositor's hits bear a star; x = no result given; [ ] = remark or other dose. These rows are one share of the data; the hit share may differ from the screen's.

Results follow in this order: PKA inh	JNK3 blocker	ROCK2 inh	tolC growth inh	HEK293 NFkB inh	A340 absorber	Autofluor 339	NADH coupling	MMP13 inh
COc1ccc(CCNC(=O)CSc2nc(-c3ccco3)cc(C(F)(F)F)n2)cc1OC
  3	-9	-2	10	15	1.1	1.1	3%	2
O=C(Nc1ccccc1C(=O)NCCN1CCOCC1)c1ccco1
  8	-1	5	-9	1	1	0.83	4%	-2
Clc1ccc(-n2ncc3c(NCc4ccco4)ncnc32)cc1
  -1	-3	-13	2	x	1	1.2	6%	-10
Cc1noc(C(=O)NCc2cccnc2)c1Cl
  7	4	-4	-3	17	1.1	1.1	2%	4
Cc1ccc2[nH]c(=O)c(CN(Cc3ccco3)C(=O)c3cccs3)cc2c1
  5	-6	3	-32	1	1.1	1.1	8%	-2
CCOc1cc2[nH]c(=S)n(CCOC)c(=O)c2cc1OCC
  3	x	x	4	4	1.1	1.1	5%	-2
CCCS(=O)(=O)c1cn2cccc(N)c2c1S(=O)(=O)CCC
  12	0	6	8	13	1.1	1.1	9%	8
CN(Cc1nc(-c2ccncc2)no1)S(=O)(=O)c1ccccc1
  11	0	12	-5	18	0.98	1	3%	5
O=C(CN(c1ccccc1)S(=O)(=O)c1ccccc1)N1CCN(Cc2ccc3c(c2)OCO3)CC1
  5	-9	0	2	15	0.99	1	2%	4
CCOC(=O)C1CCCN(C(=O)CN2C(=O)COc3ccc(C(C)(C)C)cc32)C1 (stereo unspecified)
  5	-3	4	7	4	1	0.96	12%	-2

More compounds.
Results follow in this order: PKA inh	JNK3 blocker	ROCK2 inh	tolC growth inh	HEK293 NFkB inh	A340 absorber	Autofluor 339	NADH coupling	MMP13 inh
Cn1c(SCCCC(=O)c2ccccc2)nnc1-c1ccncc1
  9	-2	4	-16	11	1	0.98	4%	4
CCOc1ccccc1CN(CCc1ccc2c(c1)OCO2)Cc1ccccn1
  -2	-4	2	17	-2	1	1	11%	-4
Cc1ccc(C(=O)Nc2ccccc2C(=O)NC2CCCCC2)cc1S(=O)(=O)N1CCOCC1
  7	2	-2	21	12	1	1	2%	0
CCc1nnc(NC(=O)CSc2nnc(Cc3ccccc3)n2-c2ccc(OC)cc2)s1
  -3	2	1	-22	17	0.97	1	3%	3
CCc1ccccc1S(=O)(=O)Cc1ccc(C(=O)N2CCN(c3ccccn3)CC2)o1
  7	-8	5	12	11	1	1.1	5%	-9
COc1ccc(S(=O)(=O)N2CCC(C(N)=O)CC2)c2ccccc12
  10	5	10	0	4	1	1.1	1%	2
CC(C)OC(=O)c1c2nc3ccccc3nc2n2c1[nH]c(=O)c1ccccc12
  5	8	-10	23	x	1	2.3*	3%[fluoresces]	-22
OC(COCc1ccc(Cl)cc1)CN1CCN(CC(O)COCc2ccc(Cl)cc2)CC1 (stereo unspecified)
  -1	-2	-13	43	12	1	1.1	7%	2
Cc1cc(NC(=O)Cn2nc3c(cc2=O)CCCC3)ccc1Br
  -6	-2	0	53	14	1	1.2	3%	4
COc1cc(C(=O)OCCN2CCOCC2)cc(OC)c1OC
  x	x	x	-12	x	1	1.1	2%	x

Next entries follow.
Results follow in this order: PKA inh	JNK3 blocker	ROCK2 inh	tolC growth inh	HEK293 NFkB inh	A340 absorber	Autofluor 339	NADH coupling	MMP13 inh
CN1CCN(c2nc3c(c(=O)[nH]c(=O)n3C)n2CC(N)=O)CC1
  8	0	5	-12	7	0.98	0.92	9%	4
COc1ccc(CC(=O)NCc2cccs2)cc1
  9	-4	5	6	11	0.97	1	3%	3
c1ccc(-c2ccc(-c3nc(-c4ccccn4)no3)cc2)cc1
  x	x	x	17	x	1.1	1.1	7%	x
Cc1cc(C)n(-c2nc(C)nc3sc4c(c23)CCC(C)C4)n1 (stereo unspecified)
  -5	4	-2	-4	9	0.99	1.5	4%	-18
COc1ccccc1Nc1nc(N)nc(CSc2nccc(C)n2)n1
  -4	1	0	3	2	0.99	1	3%	7
Cc1ccc(SCCNC(=O)CN(c2ccc3c(c2)OCO3)S(C)(=O)=O)cc1
  10	-3	4	12	4	1	1.1	1%	3
Nc1nnc(-c2cccc(Cl)c2Cl)c(N)n1
  -5	6	-1	6	x	0.99	1	5%	2
O=c1cc(Nc2ccc3c(c2)OCCO3)[nH]c(=O)n1-c1ccc(Cl)cc1
  -5	-5	-2	16	3	1.1	1.1	1%	1
Cc1cccc(Nc2nc(N)nc(CN3CCC(C(N)=O)CC3)n2)c1C
  6	0	7	-22	-1	1	1	2%	-2
Cc1ccc(S(=O)(=O)C2(C(=O)NCc3ccc4c(c3)OCO4)CC2)cc1
  4	-1	3	1	6	1.1	1	5%	4

Additional compounds follow:
Results follow in this order: PKA inh	JNK3 blocker	ROCK2 inh	tolC growth inh	HEK293 NFkB inh	A340 absorber	Autofluor 339	NADH coupling	MMP13 inh
C=CCNc1nc(N)c(C(=O)Nc2cc(C)on2)s1
  1	-19	1	-7	-6	1.2	1	2%	4
O=C(COc1ccc(OCc2ccccc2)cc1)NC1CCOC1=O (stereo unspecified)
  5	0	0	-6	4	0.99	0.82	11%	-2
CC(=O)N1CCC2(CC1)CC(=O)c1cc(OCC(=O)NCc3ccc(C)cc3)ccc1O2
  9	-2	5	12	16	1	3.5*	3%[fluoresces]	-105[fluorescence artefact?]
Cc1c(NC(=O)c2ccc(COc3ccc4ccccc4c3)o2)c(=O)n(-c2ccccc2)n1C
  -3	3	-7	34	10	0.99	1	1%	-4
CCN1C(=S)SC(=O)C1=C1C=C(C)N(CCOC)C(C)=C1
  8	x	x	3	-42	1	1	3%	27*
O=C(NC1CCCCCC1)c1nc2ncccn2n1
  4	6	9	-10	-2	1	1.1	5%	3
CC1=C(C(=O)Nc2ccccn2)C(c2ccccc2)n2ncnc2N1 (stereo unspecified)
  -2	5	1	-7	-4	1	1.1	6%	1
COCCNC(=O)C1CCN(S(=O)(=O)c2ccccc2)CC1
  7	6	2	-7	24	1	1.1	5%	3
CCN(CC)c1ccc(-c2c(C#N)c(N)nc(OC)c2C#N)cc1
  0	0	-2	12	21	1.1	2.5*	1%[fluoresces]	-207[fluorescence artefact?]
COC(=O)c1c(-c2ccc(F)cc2)csc1NC(=O)c1ccco1
  x	x	x	-6	x	1.1	2*	2%	x

(continued)
Results follow in this order: PKA inh	JNK3 blocker	ROCK2 inh	tolC growth inh	HEK293 NFkB inh	A340 absorber	Autofluor 339	NADH coupling	MMP13 inh
CCCSC1=C(C#N)C(c2ccc(OC)cc2)C2=C(CC(C)(C)CC2=O)N1 (stereo unspecified)
  0	-1	5	14	x	1.1	1.2	0%	-11
COc1ccc(C(=O)N2CCN(c3cccc(Cl)c3)CC2)c(OC)c1
  8	1	1	8	16	1.1	1.1	2%	8
O=C(Cn1ccc2ccccc2c1=O)NCCC(=O)Nc1ccc2c(c1)OCCO2
  -2	x	x	-3	12	1.1	1.1	4%	-4
Cc1ccc(NC(=O)NC(=O)CSc2nnnn2C)c(C)c1
  6	8	0	-8	5	1	1.1	6%	4
c1ccc(-c2nc(Sc3ncnc4c3cnn4-c3ccccc3)n[nH]2)cc1
  10	1	5	12	-3	0.96	1.2	8%	-2
Cc1cc(C(=O)CSc2nnc(-c3ccc(Cl)cc3)n2CC2CCCO2)c(C)n1C (stereo unspecified)
  -6	2	-4	9	15	1	1	4%	3
CCOC(=O)CCNCC1COc2ccccc2O1 (stereo unspecified)
  12	-7	2	-2	2	1	1.1	2%	7
CCOc1ccc(-n2c(Cc3cc(=O)[nH]c(=O)[nH]3)nnc2SCC(N)=O)cc1
  13	0	4	-10	-16	0.98	1.1	8%	6
CCC1CCCCN1Cc1nc2c(c(=O)n(C)c(=O)n2C)n1CC(C)C (stereo unspecified)
  4	1	-1	-18	13	1	1.1	3%	6
Cc1nn(Cc2c(Cl)cccc2Cl)c(C)c1NC(=O)c1cc(C(C)C)on1
  8	-4	5	16	44*	1	1	6%	-9

Twelve compounds from above, sorted by formula weight, high to low.
Results follow in this order: PKA inh	JNK3 blocker	ROCK2 inh	tolC growth inh	HEK293 NFkB inh	A340 absorber	Autofluor 339	NADH coupling	MMP13 inh
Cc1c(NC(=O)c2ccc(COc3ccc4ccccc4c3)o2)c(=O)n(-c2ccccc2)n1C
  -3	3	-7	34	10	0.99	1	1%	-4
CCc1ccccc1S(=O)(=O)Cc1ccc(C(=O)N2CCN(c3ccccn3)CC2)o1
  7	-8	5	12	11	1	1.1	5%	-9
CCCSC1=C(C#N)C(c2ccc(OC)cc2)C2=C(CC(C)(C)CC2=O)N1 (stereo unspecified)
  0	-1	5	14	x	1.1	1.2	0%	-11
Cc1ccc2[nH]c(=O)c(CN(Cc3ccco3)C(=O)c3cccs3)cc2c1
  5	-6	3	-32	1	1.1	1.1	8%	-2
Cc1cc(NC(=O)Cn2nc3c(cc2=O)CCCC3)ccc1Br
  -6	-2	0	53	14	1	1.2	3%	4
c1ccc(-c2nc(Sc3ncnc4c3cnn4-c3ccccc3)n[nH]2)cc1
  10	1	5	12	-3	0.96	1.2	8%	-2
O=C(Nc1ccccc1C(=O)NCCN1CCOCC1)c1ccco1
  8	-1	5	-9	1	1	0.83	4%	-2
COCCNC(=O)C1CCN(S(=O)(=O)c2ccccc2)CC1
  7	6	2	-7	24	1	1.1	5%	3
CCOc1cc2[nH]c(=S)n(CCOC)c(=O)c2cc1OCC
  3	x	x	4	4	1.1	1.1	5%	-2
c1ccc(-c2ccc(-c3nc(-c4ccccn4)no3)cc2)cc1
  x	x	x	17	x	1.1	1.1	7%	x
C=CCNc1nc(N)c(C(=O)Nc2cc(C)on2)s1
  1	-19	1	-7	-6	1.2	1	2%	4
Nc1nnc(-c2cccc(Cl)c2Cl)c(N)n1
  -5	6	-1	6	x	0.99	1	5%	2

The listing continues.
Results follow in this order: PKA inh	JNK3 blocker	ROCK2 inh	tolC growth inh	HEK293 NFkB inh	A340 absorber	Autofluor 339	NADH coupling	MMP13 inh
Cc1cccn2c(=O)c(C=Nc3ccccc3)c(NCCO)nc12
  7	6	3	-8	6	1.1	2.4*	11%	-52
Cc1noc(C)c1COC(=O)c1cc(=O)[nH]c2ccccc12
  2	3	-8	6	2	1.1	1.8	10%	1
CCOC(=O)c1ccccc1NC(=O)Cn1cnc2c(oc3ccccc32)c1=O
  11	x	x	10	3	1.1	1	4%	6
O=C(Nc1ccc2c(c1)OCO2)NC1CCN(Cc2ccccc2)CC1
  3	-4	0	1	16	1	1.1	3%	7
COc1ccc(N2CCN(Cc3cc(=O)oc4cc(C)c(Cl)c(C)c34)CC2)cc1
  -3	-2	-3	3	12	1	1.1	5%	1
CCc1cc(=O)oc2cc(OCC(=O)O)c(Cl)cc12
  8	-7	13	-8	8	1.1	2.4*	12%	-29
Cc1cc(N2CCN(C3CCCC3)CC2)n2c(nc3ccccc32)c1C#N
  3	-1	8	7	x	1	2.5*	2%[fluoresces]	-29
CCCCC1CCC(c2nc(-c3ccccn3)no2)CC1 (stereo unspecified)
  9	2	5	33	6	1	1.1	9%	2
CC1=C(C(=O)NCCCOC(C)C)C2(CCC(C)CC2)OC1=O (stereo unspecified)
  -2	0	5	-1	5	1	1.1	3%	1
COC(=O)C1=C(C)N(C)C(C)=C(C(=O)OC)C1c1ccccc1C
  -6	-5	2	14	9	1.1	1.1	5%	7
CCCNC(=O)NCCc1ccncc1
  4	x	x	-28	-4	1	1.1	9%	3
CC(C)C(NS(=O)(=O)c1ccc2c(c1)OCCO2)C(=O)NCCc1ccccn1 (stereo unspecified)
  9	x	x	-8	14	1	1	2%	0
